Screening results as filed in PubChem.
LYP phosphatase: inhibitors of LYP phosphatase, biochemical, fluorescence intensity, uHTS (AID 1779) | Tyrosine-protein phosphatase non-receptor type 22 (Homo sapiens) | recombinant LYP phosphatase, fluorescence intensity; higher % means a stronger effect | inhibition, % at 11.5 µM; hits with a dose series show IC50 in µM | 290,000 compounds, 0.054% hits; in the data active = inhibition above about 50%;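 also: plate controls were vehicle with enzyme for no effect and no enzyme for full effect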
T cell HTS: modulators of CD8 T cell-vesicle binding, primary screen, mouse 2C CD8+ T cells, flow cytometry; 2C CD8+ T cell-vesicle binding; active compounds read low; 330,000 compounds, 0.068% hits; AID 2052, 2009; calls only at 7 µM;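 active = response, share of CD8 T cells binding vesicles, and their 90th percentile fluorescence all below set limits, cut at about 80% in these data, passing the limit was not always enough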
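Read-out – percent CD8+ FL2 mean versus row control · System – murine 2C transgenic CD8+ T lymphocytes · Times – 1.5 h cell–vesicle binding at 37 °C, then 20 min icy labelling · Control set – naked vesicles low, QL9 vesicles with vehicle high · Detection – cytometric PE anti-B7-1 and Alexa647 anti-CD8 signals after 1% paraformaldehyde fixation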
Large T inhibition: SV40 large T antigen inhibitors, biochemical (AID 1903); SV40 large T antigen ATPase/helicase inhibition assay; higher % means a stronger effect; one-dose inhibition, % at 20 µM; IC50 in µM for titrated hits; 310,000 compounds, 0.39% hits; in the data active = a potency from the dose series; also: strong numbers were not always called active
GPR55 beta-arrestin: GPR55 agonists via beta-arrestin recruitment, primary screen, imaging, U2OS cells, beta-arrestin-GFP redistribution (AID 1961); U2OS GPR55 beta-arrestin-GFP redistribution imaging; higher % means a stronger effect; 290,000 compounds, 0.048% hits; activation, % at 10 µM; hits with a dose series show EC50 in µM; G-protein coupled receptor 55 (Homo sapiens);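 active = activation above 40% with more than 50 cells counted in the well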;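 also: U2OS osteosarcoma cells stably expressing GPR55 and beta-arrestin-GFP; plate controls were DMSO negative control for no effect and LPI positive control for full effect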
MgcRacGAP inhibition: MgcRacGAP GTPase-activating activity inhibitors, confirmation, biochemical, ADP Hunter fluorescence; Rac GTPase-activating protein 1 (Homo sapiens); MgcRacGAP-stimulated Rac1 GTP hydrolysis, ADP Hunter fluorescence; higher % means a stronger effect; GST-tagged Rac1 F28L mutant substrate; inhibition, % at 30 µM; hits with a dose series show IC50 in µM; 340,000 compounds, 0.6% hits; AID 624330, 2012;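 active = first-screen hits whose inhibition reached a set limit at any dose in the follow-up dose series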;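 also: fluorescence reports GDP produced by GAP-driven GTP hydrolysis; strong numbers were not always called active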
Lipid droplet: inhibitors of hepatocyte lipid droplet formation, primary screen, imaging, high-throughput imaging, BODIPY stain | inhibition, % at 6.5 µM | AML12 mouse hepatocytes, oleate lipid droplets | 240,000 compounds, 0.4% hits;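 active = lipid droplet intensity inhibited by at least 50%, with more than 500 cells counted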
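System: AML12 hepatocytes (mouse). Probe or stimulus: oleic acid at 100 µM to induce lipid droplet formation. Times: overnight treatment with compound plus oleate. Detection: Image-based BODIPY and DAPI two-channel analysis. Evaluation: percent inhibition of filter-corrected integrated lipid droplet intensity per well.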
GPR55 antagonists: GPR55 antagonists blocking LPI-driven arrestin recruitment, primary screen, imaging, U2OS, beta-arrestin-GFP, LPI agonist (AID 2013); G-protein coupled receptor 55 (Homo sapiens); 290,000 compounds, 0.13% hits; inhibition, % at 10 µM, or IC50 in µM where a hit was titrated; U2OS GPR55 beta-arrestin-GFP translocation imaging, LPI antagonism; higher % means a stronger effect;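 active = spots per cell inhibited over 60%, with over 100 cells counted and total cytoplasm intensity under 500,000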;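 also: U2OS cells stably carrying GPR55 and arrestin-GFP stimulated by 5 µM LPI near EC80; imaged beta-arrestin-GFP aggregate spots per cell after agonist stimulation; plate controls were LPI-stimulated DMSO wells for no effect and DMSO wells without LPI for full effect; some results filed as inactive read as strong as hits; confirmed hits need IC50 under 10 µM and bright autofluorescent wells are also inconclusive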
NTR1 agonist: agonists of NTR1, primary screen, imaging, U2OS cells, beta-arrestin-GFP, high content (AID 493036) | NTR1-U2OS beta-arrestin-GFP spot imaging, agonist mode | activation, % at 20 µM | 330,000 compounds, 0.17% hits;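 active = activation at or above 40% of the spot to cytoplasm intensity ratio, with at least 20 cells analyzed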;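 also: 0% = DMSO without peptide and 100% = 100 nM NTR1 peptide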
Target sequence (P30989 whole entry, looked up): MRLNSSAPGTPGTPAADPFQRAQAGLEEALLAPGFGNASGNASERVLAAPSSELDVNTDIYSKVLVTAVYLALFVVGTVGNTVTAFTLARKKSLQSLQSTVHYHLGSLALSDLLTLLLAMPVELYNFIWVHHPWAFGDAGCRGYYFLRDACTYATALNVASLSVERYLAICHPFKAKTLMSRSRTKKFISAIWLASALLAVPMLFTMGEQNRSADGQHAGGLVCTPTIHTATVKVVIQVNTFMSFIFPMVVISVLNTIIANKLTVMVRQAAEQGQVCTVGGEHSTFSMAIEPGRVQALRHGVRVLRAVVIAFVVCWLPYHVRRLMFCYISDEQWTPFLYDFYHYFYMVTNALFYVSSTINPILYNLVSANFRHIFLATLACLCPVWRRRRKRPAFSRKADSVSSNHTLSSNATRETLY
GPR35 arrestin U2OS: GPR35 antagonists blocking zaprinast-driven arrestin recruitment, primary screen, imaging, U2OS, beta-arrestin-GFP, zaprinast agonist (AID 2058). G-protein coupled receptor 35 (Homo sapiens). 290,000 compounds, 0.052% hits. one-dose inhibition, % at 10 µM; IC50 in µM for titrated hits. U2OS GPR35 beta-arrestin-GFP translocation imaging, zaprinast antagonism; higher % means a stronger effect;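 active = inhibition of at least 50% with at least 30 cells and total cytoplasm GFP at most 10,000,000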
Lipid droplet cells 6.5 µM: second read-out of Lipid droplet, no call of its own (marks repeat the call); cell count; measured here: cell count, cytotoxicity flag;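 cells counted across two imaged fields per well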
T cell HTS vesicle-bound %: second read-out of T cell HTS, no call of its own (marks repeat the call); double positive events, %; measured here: CD8+ vesicle-bound cell fraction;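 binding gate set so that unloaded-vesicle control wells show 10% double positive cells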
NTR1 agonist cell count 20 µM: second read-out of NTR1 agonist, no call of its own (marks repeat the call); cell count; measured here: cell count, cytotoxicity flag
The depositor's hits bear a star; i = inactive; . = no result given.

SMILES	LYP phosphatase	T cell HTS	T cell HTS vesicle-bound %	Large T inhibition	GPR55 beta-arrestin	MgcRacGAP inhibition	Lipid droplet	Lipid droplet cells 6.5 µM	GPR55 antagonists	NTR1 agonist	NTR1 agonist cell count 20 µM	GPR35 arrestin U2OS
COC(=O)C1=C(C)N(Cc2ccccc2)C(=NCc2cc(OC)c(OC)c(OC)c2)N[C@H]1c1cccc(F)c1	-10%	i	27	17%	0.0%	8%	-3	821	9%	0.6	85	0%
COCCNC(=O)CN1CCC(NC(=O)Nc2ccccc2)CC1	-2%	i	36	1%	0.3%	13%	.	.	-1%	2.0	89	-8%
CC(C)C(C(=O)Nc1nccs1)N1C(=O)c2ccccc2C1=O (centres undefined)	-6%	i	45	.	0.1%	-12%	2	748	-2%	0.5	58	-13%
CC(=O)c1ccccc1Oc1nc(CN2CCOCC2)nc2scc(-c3cccs3)c12	-10%	i	56	13%	-0.2%	6%	.	.	6%	4.6	85	9%
O=C(O)c1ccc(N2CC3CC(C2)c2cccc(=O)n2C3)c(NC(=S)Nc2ccc(Br)cc2)c1 (centres undefined)	3%	i	22	6%	0.0%	2%	1	690	6%	2.0	38	7%
O=C(c1cc2ccccc2o1)N1CCN=C1SCc1cccc(F)c1	-9%	i	42	5%	-0.2%	6%	.	.	15%	3.0	55	24%
CN(CC1COc2ccccc2O1)C(=O)c1ccc(N(C)C)cc1 (centres undefined)	-1%	i	5	2%	0.6%	2%	0	680	-15%	1.4	49	-11%
Fc1cccc2sc(N3CCCCC3)nc12	-3%	i	19	19%	0.0%	9%	16	667	1%	0.1	85	6%
COc1ccc(/C=C/C2=NNC(=O)CC2)cc1	2%	i	36	5%	-1.1%	10%	-4	715	14%	-0.2	94	7%
Cc1cc(=O)oc2c3c(cc(OCC(=O)N[C@@H](C)C(=O)O)c12)OC(C)(C)CC3	-20%	i	11	3%	0.4%	3%	6	827	8%	0.1	91	-8%
COc1ccc(/C=C/C(=O)c2c(C)cc(C)[nH]c2=O)c2ccccc12	-10%	i	57	10%	0.0%	10%	6	794	10%	2.3	50	10%
CCOC(=O)N1CCN(C(=O)CSC2=NS(=O)(=O)c3ccccc3N2)CC1	.	i	14	2%	.	3%	.	.	.	0.8	59	.
COC(=O)c1c(C)[nH]c(C)c1-c1ccc(C)cc1	-11%	i	51	8%	0.3%	7%	3	768	-2%	-2.7	31	-8%
CCCCNC(=O)CC(C(=O)N1CCc2ccccc21)n1ccnc1 (centres undefined)	-10%	i	32	14%	0.2%	2%	2	815	-7%	2.7	67	3%
Cc1c(NC(=O)CN2CCN(c3cccc(Cl)c3)CC2)c(=O)n(-c2ccccc2)n1C	-9%	i	15	9%	-0.4%	-6%	-3	670	7%	0.9	47	12%
Cc1ccc(CSc2nc3[nH]ncc3c(=O)[nH]2)cc1	-3%	i	60	7%	0.5%	-6%	12	695	-10%	1.6	59	0%
CCCCCCCCSc1nnc(CSc2nc3nc(C)cc(C)n3n2)o1	-2%	.	.	2%	0.0%	-6%	.	.	-14%	17	41	1%
Cc1noc(NS(=O)(=O)c2ccc(NC(=O)c3ccc(Br)o3)cc2)c1C	-2%	i	21	5%	0.1%	6%	.	.	17%	2.0	55	22%
NC(=O)CSc1nc2c(sc3ccccc32)c(=O)n1CCCN1CCOCC1	-4%	i	26	4%	0.3%	10%	.	.	3%	3.4	86	-1%
Cc1csc(Sc2ccc(C(=O)OCC(=O)Nc3ccc(OC(F)(F)F)cc3)cc2[N+](=O)[O-])n1	-2%	i	48	6%	0.0%	11%	-11	683	3%	-0.1	67	12%
CCC(=O)NC(NC(=S)Nc1ccc(S(N)(=O)=O)cc1)C(Cl)(Cl)Cl (centres undefined)	-2%	i	4	0%	-0.3%	5%	15	666	5%	0.9	64	4%
FC(F)(F)c1ccc(Cl)c(NC(=S)N/N=C/c2ccccc2C(F)(F)F)c1	1%	i	25	6%	0.2%	5%	52*	666*	1%	5.3	49	2%
Cc1cc(S(=O)(=O)Nc2ccc(C(=O)N3CCN(C(=O)c4ccco4)CC3)cc2)ccc1F	-3%	i	36	18%	-0.1%	-2%	12	817	-4%	1.6	61	-7%
COc1ccccc1Oc1nc(-c2ccccc2)cc(C)c1S(C)(=O)=O	-2%	i	58	4%	-0.1%	3%	.	.	12%	6.0	42	-5%
Cc1ccc(C(=O)N/C(=C\c2ccc(-c3ccc(Cl)cc3)o2)C(=O)NCCCN(C)C)cc1	-5%	i	13	0%	0.2%	.	0	676	24%	0.8	22	11%
CC[C@H](C)[C@H](NC(N)=O)C(=O)OCC(=O)NCc1ccc(Cl)cc1	-5%	i	25	4%	-0.3%	-1%	26	703	9%	3.5	40	6%
CCOc1ccccc1NCc1cc(=O)oc2cc(C)c(O)cc12	-1%	i	32	1%	0.0%	3%	7	859	8%	0.4	73	-9%
O=C(Nc1ccc(Cl)cc1)Nc1cc(S(=O)(=O)N2CCOCC2)ccc1N1CCCC1	-5%	i	48	21%	-0.3%	11%	-25	576	-4%	7.3	99	2%
Cc1cc2cc(CN(Cc3cccs3)C(c3nnnn3C(C)(C)C)C(C)C)c3nnnn3c2cc1C (centres undefined)	-1%	.	.	4%	-0.2%	11%	-2	782	6%	.	.	1%
O=S(=O)(Nc1ccc2c(c1)OCCO2)c1cccc2nsnc12	-3%	i	12	11%	0.3%	-8%	23	779	-18%	-0.2	48	-4%
O=C(O)C1Cc2ccccc2CN1C(=O)CCl (centres undefined)	-2%	i	23	16%	-0.2%	11%	0	729	15%	0.9	50	6%
Cc1c(CCC(=O)NCCCN2CCCC2=O)c(=O)oc2c(C)c(O)ccc12	-26%	i	17	.	-0.1%	28%	.	.	-8%	1.0	78	-7%
Brc1ccc(-c2nnc(-c3cccnc3)o2)cc1	.	i	39	23%	.	12%	.	.	.	-0.4	37	.
CC(=O)NC(CC(=O)Nc1ccc(S(=O)(=O)N2CCCC2)cc1)c1ccccc1 (centres undefined)	1%	i	43	-4%	-0.3%	1%	.	.	-7%	0.1	79	8%
Cc1ccc(S(=O)(=O)NCCC(=O)N2CC(C)OC(C)C2)cc1C (centres undefined)	.	i	33	11%	.	-7%	.	.	.	0.8	58	.
Cc1cccc(S(=O)(=O)N2CCCc3ccccc32)c1	-2%	i	26	-3%	0.0%	8%	-1	823	3%	1.5	82	-6%

Structures shown so far that have a thiophene ring, fused or not, in the order listed:
SMILES	LYP phosphatase	T cell HTS	T cell HTS vesicle-bound %	Large T inhibition	GPR55 beta-arrestin	MgcRacGAP inhibition	Lipid droplet	Lipid droplet cells 6.5 µM	GPR55 antagonists	NTR1 agonist	NTR1 agonist cell count 20 µM	GPR35 arrestin U2OS
CC(=O)c1ccccc1Oc1nc(CN2CCOCC2)nc2scc(-c3cccs3)c12	-10%	i	56	13%	-0.2%	6%	.	.	6%	4.6	85	9%
NC(=O)CSc1nc2c(sc3ccccc32)c(=O)n1CCCN1CCOCC1	-4%	i	26	4%	0.3%	10%	.	.	3%	3.4	86	-1%
Cc1cc2cc(CN(Cc3cccs3)C(c3nnnn3C(C)(C)C)C(C)C)c3nnnn3c2cc1C (centres undefined)	-1%	.	.	4%	-0.2%	11%	-2	782	6%	.	.	1%

(next part)
SMILES	LYP phosphatase	T cell HTS	T cell HTS vesicle-bound %	Large T inhibition	GPR55 beta-arrestin	MgcRacGAP inhibition	Lipid droplet	Lipid droplet cells 6.5 µM	GPR55 antagonists	NTR1 agonist	NTR1 agonist cell count 20 µM	GPR35 arrestin U2OS
Clc1ccc(-c2nnc(SCc3cn4ccsc4n3)n2CC2CCCO2)cc1 (centres undefined)	-9%	i	33	-2%	0.0%	8%	.	.	2%	1.0	57	-5%
CCn1ccnc1CN(C)Cc1nc(-c2ccc(C(=O)OC)cc2)no1	-6%	i	25	14%	0.0%	14%	18	678	-5%	0.0	71	4%
O=C1C2N=NN(CC(=O)N3N=C(c4ccccc4)CC3c3ccc([N+](=O)[O-])cc3)C2C(=O)N1c1ccccc1 (centres undefined)	1%	i	49	19%	0.5%	.	5	673	-13%	0.7	38	-2%
COc1ccccc1N1CCN(CC(=O)Nc2c(C)n(C)n(-c3ccccc3)c2=O)CC1	-6%	i	52	6%	0.1%	16%	6	663	-1%	-0.3	86	4%
COCCNCCCCOc1c(Cl)cc(C)cc1Br	4%	i	55	-2%	-0.1%	28%	.	.	0%	-0.6	86	17%
O=S(=O)(c1cc(F)ccc1F)N1CCC2(CC1)OCCO2	-4%	i	46	1%	0.0%	2%	12	665	-4%	0.1	56	4%
Cc1onc(-c2ccccc2)c1C(=O)N1CCCC1	-10%	i	60	4%	0.4%	11%	3	848	14%	-1.1	57	3%
O=C(CSc1nnc(-c2cccc(F)c2)o1)Nc1nncs1	-5%	i	41	3%	1.0%	-4%	-2	719	19%	-0.3	65	-10%
CC(=N)C1=C(O)CC(C)(C)CC1=O	-9%	i	9	-1%	-0.2%	1%	.	.	14%	2.7	50	-1%
COC(CSc1ncnc2c1oc1nc3c(cc12)COC(C)(C)C3)OC	-4%	i	19	8%	-0.2%	13%	22	684	4%	2.0	48	6%
O=C(OCC(=O)c1ccc(Cl)cc1Cl)c1ccc2c(c1)C(=O)N(c1cccc3ncccc13)C2=O	-3%	i	16	8%	-0.1%	-1%	.	.	-5%	-2.3	91	-25%
Fc1ccc(OCCOCCN2CCCC2)cc1	.	i	41	10%	.	17%	.	.	.	0.0	61	.
Cc1ccc(S(=O)(=O)N2CC3(C)CN(S(=O)(=O)c4ccc(C)cc4)CC(C)(C2)C3)cc1	5%	i	54	11%	-0.1%	6%	1	775	10%	-1.6	51	-12%
CC(=O)Nc1ccc(S(=O)(=O)NCC2CCC(C(=O)NC(C)c3ccccc3)CC2)cc1 (centres undefined)	-5%	i	40	5%	-0.1%	3%	14	695	9%	0.3	44	-2%
O=C(O)C1C2CCC(CC2)C1C(=O)N1CCN(Cc2ccc(F)cc2)CC1 (centres undefined)	-8%	i	60	13%	0.0%	13%	-2	786	-4%	-0.2	63	10%
